Diaph inh CS: inhibits diaphorase or chemically oxidizes, flagging diaphorase assay artifacts | diaphorase resazurin-to-resorufin fluorescence, NADH, 16 min; bacterial (C. kluyveri) enzyme, not human | inhibition, % at 20 µM | hit rate 0.69% among 190,000 | AID 1217;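 active = primary screen inhibition at 20 µM above a set limit, cut at about 50% in these data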;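 also: plate controls were DMSO with full reaction for no effect and wells lacking NADH for full effect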
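Assay system: diaphorase enzyme from Clostridium kluyveri. Quantity: enzyme working solution with 0.14 U/mL diaphorase. Schedule: reaction incubation of 16 min at room temperature. Technique: resorufin fluorescence, excitation 544 nm, emission 590 nm. Controls: No-NADH positive control and DMSO neutral control.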
PMI activator: phosphomannose isomerase (human) activation | hit rate 0.005% among 190,000 | purified human PMI, coupled resazurin fluorescence, 20 min; stronger effect = higher value; 1 = vehicle control, 0 substrate-free wells | AID 1214 | activation factor at 20 µM | P34949;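 active = activation factor of 2 or more at 20 µM, relative to plate controls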
Target sequence (P34949 whole entry, looked up): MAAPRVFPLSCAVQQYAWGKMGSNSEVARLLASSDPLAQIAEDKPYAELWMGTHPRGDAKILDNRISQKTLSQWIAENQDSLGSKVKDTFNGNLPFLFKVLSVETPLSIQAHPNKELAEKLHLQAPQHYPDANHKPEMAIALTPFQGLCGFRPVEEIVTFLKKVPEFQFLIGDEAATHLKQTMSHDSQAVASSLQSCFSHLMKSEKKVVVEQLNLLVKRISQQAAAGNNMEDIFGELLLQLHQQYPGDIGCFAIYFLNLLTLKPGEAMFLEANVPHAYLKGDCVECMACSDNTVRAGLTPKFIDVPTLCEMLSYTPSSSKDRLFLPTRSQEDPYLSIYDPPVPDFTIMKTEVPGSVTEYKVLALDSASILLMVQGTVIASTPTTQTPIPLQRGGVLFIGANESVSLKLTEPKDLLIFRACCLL
DTT redox prof: compounds producing H2O2 with reducing agent – biochemical, NIH compound library profiling, artefact control for MLSCN library redox annotation, primary screen | hit rate 0.03% among 200,000 | activation, % at 10 µM | AID 878 | DTT-dependent redox cycling H2O2, phenol red/HRP absorbance; 100% = 100 µM peroxide control, 0% = buffer;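 active = activation of at least 50% relative to the plate's high and low controls in the primary single-dose screen; inactive = activation below 50%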;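 also: compound incubated with DTT at 0.8 mM final as the reducing agent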
TLR4-MyD88 BLA: inhibitors of human TLR4-MyD88 binding; O00206+Q99836; HeLa CL3-4 TLR4/MyD88 BLA complementation, FRET ratio; inhibition, % at 8.4 µM; hit rate 0.18% among 200,000; AID 861; in the data active = inhibition above about 25%;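 also: 0% = vehicle and 100% = reference inhibitor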
RAM inhibit: yeast RAM network inhibition | S. cerevisiae dse1pr::URA3 reporter, 5-FOA growth OD615, 2 d; analog-sensitive cbk1-as2 kinase mutant strain | inhibition, % at 50 µM | hit rate 1.8% among 190,000;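 active = inhibition above a set limit, 3 SD over mean compound inhibition, cut at about 8.4% in these data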;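 also: 0% = DMSO-only wells with no growth and 100% = 10 µM 1-NA-PP1 full growth; inhibition rescues growth on 5-FOA so higher OD means more RAM inhibition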
Lmaj promast: reduces viability of Leishmania major promastigotes. resazurin fluorescence viability. inhibition, % at 10 µM. hit rate 9% among 200,000;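 also: promastigotes grown with compound for 44 hours at 28 °C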
Hsp70 act: transcriptional activators of Hsp70. activation, % at 10 µM. hit rate 0.04% among 200,000. HeLa Hsp70 promoter luciferase reporter, luminescence; scaled: vehicle 0, proteasome-inhibitor control 100%;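 active = activation above the mean across all tested compounds plus 3 SD, cutoff set per campaign, cut at about 5.5% in these data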;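 also: 100% = MG132 at 30 µM as the positive control and 0% = DMSO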
S1P3 antag: antagonists of human S1P3 receptor; Q99500; CHO S1P3 NFAT-BLA reporter, FRET fluorescence, antagonist mode; inhibition, % at 4.98 µM; hit rate 0.27% among 170,000; AID 485;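 active = inhibition above the plate cutoff, the mean inhibition of test wells on that plate plus 3 SD, cut at about 28% in these data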;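 also: cells challenged with S1P at its EC80 of 0.8 µM; blue over green emission ratio from cleaved BLA substrate after 4 h stimulation; 0% = S1P-stimulated wells and 100% = unstimulated DMSO-only wells; some compounds past the cut are filed as inactive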
Target sequence (Q99500 whole entry, looked up): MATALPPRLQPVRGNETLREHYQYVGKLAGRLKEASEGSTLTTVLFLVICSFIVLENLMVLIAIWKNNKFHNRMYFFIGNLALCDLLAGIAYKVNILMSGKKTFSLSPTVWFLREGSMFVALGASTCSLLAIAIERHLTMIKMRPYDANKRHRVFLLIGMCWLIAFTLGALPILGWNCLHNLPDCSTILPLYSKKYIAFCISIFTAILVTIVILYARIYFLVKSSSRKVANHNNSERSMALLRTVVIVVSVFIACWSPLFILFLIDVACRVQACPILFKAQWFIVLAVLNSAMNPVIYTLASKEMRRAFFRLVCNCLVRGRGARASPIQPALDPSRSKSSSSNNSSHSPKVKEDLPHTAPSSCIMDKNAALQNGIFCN
PMI act satM6P: increases human PMI activity with near-saturating mannose 6-phosphate; coupled PMI enzyme assay, resazurin fluorescence, 20 min; stronger effect = higher value; 1 = untreated enzyme, 0 = substrate-free blank; hit rate 0.34% among 190,000; activation factor at 20 µM; AID 1216; P34949;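 active = activation factor of 2 or more at 20 µM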
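Test system: human phosphomannose isomerase with PGI, G6PDH, diaphorase coupling enzymes / Doses: 20 µM compound, 1% DMSO / Times: enzyme reaction with compound 20 min at room temperature / Measured by: Diaphorase-driven resazurin-to-resorufin fluorescence, excitation 544, emission 590 nm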
G6PDH counter: L. mesenteroides G6PDH inhibition counter-screen; inhibition, % at 5 µM; Purified L. mesenteroides G6PDH, diaphorase/resazurin coupled fluorescence, 45 min; hit rate 0.12% among 200,000
Diaphorase act: activates diaphorase or chemically reduces, flagging diaphorase assay artifacts; Diaphorase/resazurin coupled assay, resorufin fluorescence, 16 min; stronger effect = higher value; 1 = vehicle wells, 0 = NADH-free wells; hit rate 0.005% among 190,000; activation factor at 20 µM;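 active = diaphorase activity raised at least twofold by the compound at 20 µM; inactive = activation factor below 2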
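Material: Purified diaphorase enzyme from Clostridium kluyveri | Buffer or medium: 50 mM HEPES pH 7.4 with 4.542 mM MgCl2, 0.005% Tween 20 | Times: 16 min enzyme reaction, ambient temperature | Signal: Red resorufin fluorescence at 544/590 nm excitation/emission | Measure: Increased resorufin signal from activators or reducing compounds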
* = called active by the depositor. Rule as the data show it, unless noted: active = inhibition above about 50%; inactive = the rest.

For CN1CCN(c2nc3c(c(=O)n(C)c(=O)n3C)n2CC(=O)C23CC4CC(CC(C4)C2)C3)CC1 the results were Diaph inh CS 7, PMI activator 0.9, DTT redox prof 0.0, TLR4-MyD88 BLA -2, RAM inhibit 0.4, Lmaj promast 3, Hsp70 act -0.2, S1P3 antag -23, PMI act satM6P 1, G6PDH counter 2 and Diaphorase act 0.9.
Screening Nn1c(COc2ccccc2)nnc1SCc1cc(=O)[nH]c2ccccc12 returned Diaph inh CS 6, PMI activator 1, DTT redox prof 3.0, TLR4-MyD88 BLA 7, RAM inhibit 0.1, Lmaj promast -3, Hsp70 act -0.2, S1P3 antag 12, PMI act satM6P 1, G6PDH counter -9 and Diaphorase act 0.9.
COc1ccc(C(C)=O)cc1COc1ccc(-n2cnnn2)cc1 was read as Diaph inh CS 0, PMI activator 0.9, DTT redox prof 0.9, TLR4-MyD88 BLA -5, RAM inhibit 7.2, Lmaj promast 2, Hsp70 act -0.3, PMI act satM6P 1, G6PDH counter 10 and Diaphorase act 1.
For O=C(NCCCn1ccnc1)/C(=C\c1cccnc1)NC(=O)c1cccc(Br)c1 the results were Diaph inh CS 3, PMI activator 1, DTT redox prof -0.1, TLR4-MyD88 BLA -1, RAM inhibit 2.1, Lmaj promast -2, Hsp70 act -0.3, S1P3 antag -8, PMI act satM6P 1, G6PDH counter 2 and Diaphorase act 1.
NS(=O)(=O)c1ccc(N=Nc2c(O)ccc3ccccc23)cc1 was read as Diaph inh CS 17, PMI activator 0.9, DTT redox prof -0.3, TLR4-MyD88 BLA -5, RAM inhibit 1.4, Lmaj promast 0, Hsp70 act -0.1, S1P3 antag 9, PMI act satM6P 0.7, G6PDH counter 5 and Diaphorase act 0.8.
O=[N+]([O-])c1cccc(/C=N/N2CCN(c3ccccn3)CC2)c1 was read as Diaph inh CS 22, PMI activator 0.7, DTT redox prof 0.0, TLR4-MyD88 BLA -17, RAM inhibit 0.5, Lmaj promast -4, Hsp70 act -0.1, S1P3 antag -10, PMI act satM6P 0.7, G6PDH counter 7 and Diaphorase act 0.8.
Screening COc1cccc(/C=N/NC(=O)c2ccc(=O)n(C)c2)c1OC returned Diaph inh CS -6, PMI activator 1, DTT redox prof -0.1, TLR4-MyD88 BLA -7, RAM inhibit 0.9, Lmaj promast -6, Hsp70 act -0.4, S1P3 antag -1, PMI act satM6P 1, G6PDH counter 22 and Diaphorase act 1.1.
`Cc1nc2sc3c(c2c(=O)n1N)CCC3` gave Diaph inh CS 12, PMI activator 0.9, DTT redox prof -0.3, TLR4-MyD88 BLA 17, RAM inhibit 2.0, Lmaj promast -6, Hsp70 act -0.1, S1P3 antag 1, PMI act satM6P 0.9, G6PDH counter 10 and Diaphorase act 0.9.
For Cc1ccccc1NC(=O)CSC1=C(C#N)C(c2ccsc2)CC(=O)N1 (stereo unspecified) the results were Diaph inh CS 13, PMI activator 0.9, DTT redox prof -1.5, TLR4-MyD88 BLA -4, RAM inhibit 2.1, Lmaj promast 0, Hsp70 act -0.1, PMI act satM6P 0.9, G6PDH counter 2 and Diaphorase act 0.9.
O=C(c1ccccc1)N1CCc2ccccc21 was read as Diaph inh CS -4, PMI activator 0.9, DTT redox prof -2.3, TLR4-MyD88 BLA 10, RAM inhibit 1.1, Lmaj promast -2, Hsp70 act -0.2, PMI act satM6P 1.1, G6PDH counter 4 and Diaphorase act 1.
For CCOC(=O)c1csc(NC(=O)CSc2nnnn2CC)n1 the results were Diaph inh CS 12, PMI activator 1, DTT redox prof 1.9, TLR4-MyD88 BLA 7, RAM inhibit 2.6, Lmaj promast 0, Hsp70 act -0.4, S1P3 antag 22, PMI act satM6P 1, G6PDH counter 10 and Diaphorase act 0.9.
COc1cccc(/C=C(/C(=O)OCC(N)=O)c2ccccc2)c1 was read as Diaph inh CS 15, PMI activator 1, DTT redox prof -2.2, TLR4-MyD88 BLA -2, RAM inhibit -0.2, Lmaj promast 13, Hsp70 act -0.5, S1P3 antag -6, PMI act satM6P 0.9, G6PDH counter 3 and Diaphorase act 0.8.
Screening O=C(CCCn1c(SCC(=O)c2ccccc2)nc2ccccc2c1=O)NCC1CCCO1 (stereo unspecified) returned Diaph inh CS -7, PMI activator 1, DTT redox prof 2.2, TLR4-MyD88 BLA 5, RAM inhibit 1.7, Lmaj promast 8, Hsp70 act -0.2, PMI act satM6P 1.2, G6PDH counter -3 and Diaphorase act 1.1.
For COc1ccc(CCN(C)C(=O)c2ccc(S(=O)(=O)NCc3ccco3)cc2)cc1OC the results were Diaph inh CS -9, PMI activator 1, DTT redox prof -0.2, TLR4-MyD88 BLA 9, RAM inhibit 1.1, Lmaj promast -9, Hsp70 act -0.1, S1P3 antag 2, PMI act satM6P 1, G6PDH counter 16 and Diaphorase act 1.1.
`CCn1c(=O)cc(N2CCCCC2)[nH]c1=O` gave Diaph inh CS 8, PMI activator 1, DTT redox prof 0.5, TLR4-MyD88 BLA 3, RAM inhibit -0.5, Lmaj promast -3, Hsp70 act -0.3, S1P3 antag -4, PMI act satM6P 0.9, G6PDH counter 5 and Diaphorase act 0.9.
For Cc1cc(C)nc(NC(=O)/C=C/c2cccs2)c1 the results were Diaph inh CS 11, PMI activator 1, DTT redox prof 2.3, TLR4-MyD88 BLA 6, RAM inhibit 1.0, Lmaj promast 16, Hsp70 act 0.1, PMI act satM6P 1, G6PDH counter 5 and Diaphorase act 0.9.
For COc1ccc(-n2c(Cc3cccn3C)nnc2SCC(=O)Nc2ccccc2OC)cc1 the results were Diaph inh CS 19, PMI activator 0.8, DTT redox prof -2.6, TLR4-MyD88 BLA 7, RAM inhibit 4.8, Lmaj promast -3, Hsp70 act 1.1, S1P3 antag -2, PMI act satM6P 0.8, G6PDH counter 0 and Diaphorase act 0.8.
For Cn1c(SCC(=O)Nc2ccc3nc(SCC(=O)N4CCCC4)sc3c2)nnc1-c1ccc(N)cc1 the results were Diaph inh CS 27, PMI activator 1.1, DTT redox prof 1.0, TLR4-MyD88 BLA -3, RAM inhibit 2.2, Lmaj promast 19, Hsp70 act -0.2, PMI act satM6P 1.2, G6PDH counter 7 and Diaphorase act 0.7.
Screening CCOC(=O)CN(Cc1sccc1C)C(=O)Nc1ccc(OC)cc1OC returned Diaph inh CS 12, PMI activator 1, DTT redox prof -0.6, TLR4-MyD88 BLA -5, RAM inhibit 2.2, Lmaj promast -1, Hsp70 act -0.4, S1P3 antag -1, PMI act satM6P 1, G6PDH counter -5 and Diaphorase act 0.9.
Cc1ccc(C)c2[nH]c(=O)c(C(c3nnnn3CCc3ccccc3)N3CCOCC3)cc12 (stereo unspecified) was read as Diaph inh CS 15, PMI activator 1.1, DTT redox prof 0.9, TLR4-MyD88 BLA -11, RAM inhibit -1.0, Lmaj promast 100*, Hsp70 act -0.1, S1P3 antag -37, PMI act satM6P 1, G6PDH counter 7 and Diaphorase act 0.8.
Screening CCN1C(=O)C(CC(=O)NCCc2ccccc2)N(NC(=O)c2cccnc2)C1=S (stereo unspecified) returned Diaph inh CS 6, PMI activator 1.1, DTT redox prof -0.4, TLR4-MyD88 BLA 0, RAM inhibit -0.5, Lmaj promast -4, Hsp70 act -0.2, S1P3 antag -5, PMI act satM6P 1, G6PDH counter 8 and Diaphorase act 0.9.
For O=C(c1cnn(-c2ccccc2)c1-n1cccc1)N1CCN(C2CCCCC2)CC1 the results were Diaph inh CS 5, PMI activator 1, DTT redox prof 0.1, TLR4-MyD88 BLA -9, RAM inhibit 0.8, Lmaj promast 75*, Hsp70 act -0.2, S1P3 antag 2, PMI act satM6P 1, G6PDH counter 3 and Diaphorase act 0.9.
Cc1ccc(NC2=C(Cl)C(=O)c3ccccc3C2=O)cc1 was read as Diaph inh CS 23, PMI activator 1, DTT redox prof 0.5, TLR4-MyD88 BLA -7, RAM inhibit 3.4, Lmaj promast 9, Hsp70 act -0.1, S1P3 antag -22, PMI act satM6P 0.6, G6PDH counter -5 and Diaphorase act 0.8.
Cc1cc(=O)[nH]c(=O)n1Cc1ccccc1 was read as Diaph inh CS 10, PMI activator 1, DTT redox prof 0.3, TLR4-MyD88 BLA 13, RAM inhibit 0.3, Lmaj promast -8, Hsp70 act -0.2, S1P3 antag -12, PMI act satM6P 1, G6PDH counter 2 and Diaphorase act 0.9.
For COc1cc(NC(=O)CN2CC(c3ccccc3)CC2=O)cc(OC)c1 (stereo unspecified) the results were Diaph inh CS -2, PMI activator 1, DTT redox prof -0.4, TLR4-MyD88 BLA -5, RAM inhibit 1.4, Lmaj promast -4, Hsp70 act -0.1, S1P3 antag -6, PMI act satM6P 1, G6PDH counter 1 and Diaphorase act 1.
`CSc1ccc(Cl)c(C(=O)NCCOc2ccccc2)c1` gave Diaph inh CS 5, PMI activator 1, DTT redox prof -3.7, TLR4-MyD88 BLA -3, RAM inhibit 0.9, Lmaj promast -5, Hsp70 act 0.0, PMI act satM6P 1, G6PDH counter 10 and Diaphorase act 1.
Screening FC(F)(F)c1nnc2ccc(N3CCOCC3)nn12 returned Diaph inh CS -6, PMI activator 1, DTT redox prof 3.0, TLR4-MyD88 BLA -10, RAM inhibit -0.2, Lmaj promast 0, Hsp70 act -0.4, S1P3 antag -15, PMI act satM6P 1.1, G6PDH counter -1 and Diaphorase act 1.1.
`Cc1cc(O)c(/C=N/Nc2ccccc2)c(=O)o1` gave Diaph inh CS 17, PMI activator 1.5, DTT redox prof 0.9, TLR4-MyD88 BLA 0, RAM inhibit 0.2, Lmaj promast 76*, Hsp70 act -0.3, PMI act satM6P 2*, G6PDH counter 15 and Diaphorase act 0.8.
Screening CCOC(=O)c1ccc(NC(=O)COC(=O)Cc2csc(-c3ccccc3)n2)cc1 returned Diaph inh CS 19, PMI activator 0.8, DTT redox prof 0.1, TLR4-MyD88 BLA -11, RAM inhibit 2.5, Lmaj promast -2, Hsp70 act -0.3, S1P3 antag -32, PMI act satM6P 0.9, G6PDH counter -21 and Diaphorase act 0.8.
CCN(CC)C(=O)C(=O)c1cn(CC(=O)N2CCc3ccccc3C2)c2ccccc12 was read as Diaph inh CS 8, PMI activator 1, DTT redox prof -0.4, TLR4-MyD88 BLA 17, RAM inhibit 1.7, Lmaj promast 18, Hsp70 act -0.2, S1P3 antag 12, PMI act satM6P 1, G6PDH counter 7 and Diaphorase act 0.9.

Compounds were not picked by outcome. About 12% of those tested had a hit in this group.
